Screening results from PubChem.
PHOSPHO1 block: inhibitors of human PHOSPHO1 phosphatase | Q8TCT1 | recombinant PHOSPHO1, absorbance phosphatase assay | inhibition, % at 13.3 µM | 290,000 tested, 1.1% active; in the data active = inhibition above about 60%
Target sequence (Q8TCT1 whole entry, looked up): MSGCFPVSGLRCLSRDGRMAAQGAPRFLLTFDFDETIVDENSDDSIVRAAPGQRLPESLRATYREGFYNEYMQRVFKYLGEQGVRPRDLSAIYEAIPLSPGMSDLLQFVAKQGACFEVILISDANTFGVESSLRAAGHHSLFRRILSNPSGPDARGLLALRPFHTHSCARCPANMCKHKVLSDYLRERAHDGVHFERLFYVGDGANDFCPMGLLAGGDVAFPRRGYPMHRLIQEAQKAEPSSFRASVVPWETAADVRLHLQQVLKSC
DNA FID counter: counter-screen for HCV NS3 helicase inhibitors: DNA intercalator displacement; DNA fluorescent intercalator displacement, fluorescence; inhibition, % at 7.9 µM; 290,000 tested, 0.17% active; AID 1845; in the data active = inhibition above about 37%;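 also: 0% = vehicle and 100% = reference compound; higher means more ethidium bromide displaced from hairpin DNA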
GPR7 antag: antagonists of human GPR7 (neuropeptides B/W receptor 1). P48145. GPR7-expressing cells, fluorescence antagonist assay. inhibition, % at 4.4 µM. 290,000 tested, 1.1% active; in the data active = inhibition above about 16%, passing the limit was not always enough;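 also: cells stimulated with the agonist NPW; 0% = agonist with vehicle and 100% = vehicle without agonist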
Target sequence (P48145 whole entry, looked up): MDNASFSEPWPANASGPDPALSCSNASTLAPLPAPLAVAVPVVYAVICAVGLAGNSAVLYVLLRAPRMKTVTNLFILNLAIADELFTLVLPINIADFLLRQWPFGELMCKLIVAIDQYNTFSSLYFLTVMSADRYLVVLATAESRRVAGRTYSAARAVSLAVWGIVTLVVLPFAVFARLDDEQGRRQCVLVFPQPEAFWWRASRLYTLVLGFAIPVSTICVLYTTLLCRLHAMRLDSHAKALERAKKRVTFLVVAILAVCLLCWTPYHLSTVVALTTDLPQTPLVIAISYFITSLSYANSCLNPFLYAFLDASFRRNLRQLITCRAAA
MEKK2 mut-MEK5: signal of MEK5 binding to mutant human MEKK2 PB1 domain. bead flow cytometry, Alexa488-MEK5 binding to MEKK2 mutant. percent response, % at 10 µM. 290,000 tested, 0.35% active; in the data active = percent response above about 24%, passing the limit was not always enough; also: inactives centre near 1; some results filed as inactive read as strong as hits; reference of the scale not given here
PfM18AAP inh: blocks P. falciparum M18 aspartyl aminopeptidase | recombinant PfM18AAP, H-Glu-NHMec fluorogenic cleavage | inhibition, % at 7.35 µM | 290,000 tested, 1.2% active | AID 1822;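 active = inhibition above the campaign mean inhibition over all tested compounds plus 3 SD, cut at about 28% in these data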;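 also: 0% = plate median of test compound wells and 100% = 2 mM ZnCl2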
OXTR agonist: human OXTR agonism. CHO-OTR cells, Fluo-8 calcium fluorescence; normalized: DMSO 0%, oxytocin 100%. P30559. 320,000 tested, 0.32% active. activation, % at 3 µM. AID 2435;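 active = activation above the mean of all tested compounds plus 3 SD, cutoff set per screening run, cut at about 20% in these data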;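 also: peak over basal fluorescence ratio from a 100 s FLIPR kinetic read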
Target sequence (P30559 whole entry, looked up): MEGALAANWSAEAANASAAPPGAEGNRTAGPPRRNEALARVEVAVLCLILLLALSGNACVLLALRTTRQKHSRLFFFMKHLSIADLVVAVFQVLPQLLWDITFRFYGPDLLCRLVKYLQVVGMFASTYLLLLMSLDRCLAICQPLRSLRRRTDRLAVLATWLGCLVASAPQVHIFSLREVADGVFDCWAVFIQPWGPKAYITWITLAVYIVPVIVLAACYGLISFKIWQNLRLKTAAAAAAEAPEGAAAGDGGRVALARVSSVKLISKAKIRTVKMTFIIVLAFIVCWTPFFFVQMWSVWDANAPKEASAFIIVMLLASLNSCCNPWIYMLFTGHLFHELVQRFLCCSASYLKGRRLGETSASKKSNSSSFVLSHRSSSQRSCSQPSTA
NALP1 inh: blocks the NALP1 inflammasome reconstituted in yeast; inhibition, % at 10 µM; S. cerevisiae NALP1/ASC/caspase-1 growth, X-gal OD620, 72 h; 280,000 tested, 0.61% active; in the data active = inhibition mostly above about 24%, no sharp cut-off; inactive = mostly below about 32%; also: some compounds called inactive have numbers as strong as hits
MEKK3 PB1 HTS: raises or lowers MEK5 binding to the human MEKK3 PB1 domain; Q99759; bead-based flow cytometry, Alexa488-MEK5 binding to MEKK3; actives lie on both sides; 0 = blocked by unlabeled MEK5, 100 = vehicle; binding response (% of control), % at 10 µM; 290,000 tested, 1.4% active; AID 1529;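 active = binding response more than 3 SD above or below the average of its plate-row segment, actives on both sides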;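 also: Alexa488 bead fluorescence after subtracting the streptavidin-only scavenger bead signal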
MEKK2 WT-MEK5: raises or lowers MEK5 binding to wildtype human MEKK2 PB1 domain; Q9Y2U5; bead flow cytometry, Alexa488-MEK5 binding to MEKK2 WT; actives lie on both sides; binding response (% of control), % at 10 µM; 290,000 tested, 1.1% active; AID 1531; in the data active = binding response below about 67% or above about 130%
* hit, by the source's call; / = no result given; & = joins results of further samples; [ ] = dose if it differs, or a comment.

SMILES	PHOSPHO1 block	DNA FID counter	GPR7 antag	MEKK2 mut-MEK5	PfM18AAP inh	OXTR agonist	NALP1 inh	MEKK3 PB1 HTS	MEKK2 WT-MEK5
COC(=O)c1ccc(CO/N=C/c2ccc(OC)cc2)o1	-20	-19	17	-12	0	-0.6	13	93	75
CSc1ccccc1NC(=O)c1cc(-c2ccco2)on1	16	-17	-2	5	-1	-1.1	14	100	104
COC(=O)COc1cccc(NC(=O)c2ccc(Cl)cc2)c1	50	-4	-11	4	-17	-2.2	9	101	104
CCn1cc(CN2CCN(Cc3cccc(OC)c3)C(CCO)C2)c(C)n1 (stereo not given)	6	3	-12	-2	1	0.4	-8	98	96
Oc1nc(Nc2ccc(Cl)cc2Cl)sc1/C=C1\C=Nc2ccccc21	-86	7	10	-10	2	1.0	-12	93	95
O=Cc1ccc(Oc2ncccn2)cc1	-5	-1	1	3	-11	0.5	4	102	103
CCCCn1nnnc1SCC(=O)Nc1cccc(C)c1	35	-15	-9	1	-2	0.9	15	103	102
CCOC(=O)C1=C(C)NC(C)=C(C(=O)OCC)C1C	-2&2	-16&-8	-9&-5	-27&-3	-2&1	-1.6	35	84&86	89&88
CCC(C)NC(=O)C1CCN(S(=O)(=O)N2CCCC2)CC1 (stereo not given)	39	0	-6	-20	2	-0.7	0	1.0*[inhibitor]	-3.0*[inhibitor]
O=C(CCN1CCN(c2ccccc2F)CC1)Nc1ccc2c(c1)OCO2	-7	2	-1	0	2	0.3	5	97	101

Reprinted at random: 2 entries already listed.
SMILES	PHOSPHO1 block	DNA FID counter	GPR7 antag	MEKK2 mut-MEK5	PfM18AAP inh	OXTR agonist	NALP1 inh	MEKK3 PB1 HTS	MEKK2 WT-MEK5
CSc1ccccc1NC(=O)c1cc(-c2ccco2)on1	16	-17	-2	5	-1	-1.1	14	100	104
O=Cc1ccc(Oc2ncccn2)cc1	-5	-1	1	3	-11	0.5	4	102	103

Continued:
SMILES	PHOSPHO1 block	DNA FID counter	GPR7 antag	MEKK2 mut-MEK5	PfM18AAP inh	OXTR agonist	NALP1 inh	MEKK3 PB1 HTS	MEKK2 WT-MEK5
CCOC(=O)Cc1cc(=O)[nH]c(/N=C(\N)Nc2ccc(OC)cc2)n1	20	-14	-10	3	3	0.4	20	97	99
O=C1CC(SCc2nc3ccccc3[nH]2)C(=O)N1c1cccc(Cl)c1 (stereo not given)	17	-16	-6	-2	-15	0.6	7	99	100
COc1ccc(-c2csc(NC(=O)c3ccoc3C)n2)cc1	2	-6	8	3	-2	-1.2	10	102	118
O=C(O)c1ccc(N/N=C/c2cn(Cc3ccc(F)cc3)c3ccccc23)cc1	0	-11	-4	8	14	21*	7	102	98
CCCCCCCC(=O)NNC(=O)c1ccc([N+](=O)[O-])cc1	-5	3	-3	-2	6	-0.6	-16	95	96
CCCCOCCCNS(=O)(=O)Cc1ccccc1	1	-3	2	2	0	-1.5	4	103	102
c1ccc(Cc2noc(CN3CCN(C4CCc5ccccc5C4)CC3)n2)cc1 (stereo not given)	15	1	-5	/	-5	0.3	22	/	/
CC(C)(Oc1ccc(Br)cc1Cl)C(=O)Nc1ccon1	37	-27	-10	5	9	-1.2	-8	101	103
CC(NCc1ccc(-c2ccccc2)cc1)C(O)c1ccccc1 (stereo not given)	-4	32	31*	-1	9	23*	23	96	98
CCCc1cc(C(=O)Nc2ccc(F)c(Cl)c2)no1	28	-9	29*	2	2	-0.4	0	99	101
COc1cccc(CC2(CO)CCCN(Cc3ccc(C)s3)C2)c1 (stereo not given)	39	11	-4	1	1	1.7	0	104	109
COc1cccc(N=Cc2c(O)n(-c3cccc(C)n3)c(=O)c3ccccc23)c1	-9	-28	2	-4	-3	-0.1	-6	99	97
Cc1ccc(NC(=O)N2CCCC2C(=O)NCCc2ccccc2)cc1 (stereo not given)	11	1	0	2	6	/	6	100	98
O=C(CN1CCCCC1)N=Nc1c(O)[nH]c2ccccc12	14	-2	-14	9	5	0.4	17	102	100
CCOC(=O)c1c(NC(=O)CSc2c[nH]c3ccccc23)sc2c1CCC2	-6	-4	-13	5	-2	-0.3	30	113	115
O=C(/C=C\c1ccco1)Nc1nc(-c2ccccc2)cs1	1	-2	-3	0	-4	-0.8	8	118	102
COC(=O)c1cc(-c2ccc(S(=O)(=O)N3CCCCC3)cc2)c(C(F)(F)F)s1	3	-13	-1	7	4	-2.7	38	105	100
Cc1cc(C)cc(Nc2c(F)c(F)c(F)c(F)c2C(=O)O)c1	14	-12	-7	0	4	-0.4	0	124	111
CCCNS(=O)(=O)c1ccc(CCC(=O)NCc2cccnc2)cc1	16	0	3	0	1	-0.3	-10	99	94
Cc1[nH]c2ccccc2c1C(=O)COC(=O)c1c(-c2ccccc2Cl)noc1C	4	-10	-3	5	-4	6.0	5	110	103

Molecules shown so far that contain four or more nitrogen atoms, in the order listed:
SMILES	PHOSPHO1 block	DNA FID counter	GPR7 antag	MEKK2 mut-MEK5	PfM18AAP inh	OXTR agonist	NALP1 inh	MEKK3 PB1 HTS	MEKK2 WT-MEK5
CCn1cc(CN2CCN(Cc3cccc(OC)c3)C(CCO)C2)c(C)n1 (stereo not given)	6	3	-12	-2	1	0.4	-8	98	96
CCCCn1nnnc1SCC(=O)Nc1cccc(C)c1	35	-15	-9	1	-2	0.9	15	103	102
CCOC(=O)Cc1cc(=O)[nH]c(/N=C(\N)Nc2ccc(OC)cc2)n1	20	-14	-10	3	3	0.4	20	97	99
c1ccc(Cc2noc(CN3CCN(C4CCc5ccccc5C4)CC3)n2)cc1 (stereo not given)	15	1	-5	/	-5	0.3	22	/	/
O=C(CN1CCCCC1)N=Nc1c(O)[nH]c2ccccc12	14	-2	-14	9	5	0.4	17	102	100

Continuation:
SMILES	PHOSPHO1 block	DNA FID counter	GPR7 antag	MEKK2 mut-MEK5	PfM18AAP inh	OXTR agonist	NALP1 inh	MEKK3 PB1 HTS	MEKK2 WT-MEK5
CCCNC(=S)Nc1ccc(Oc2ccccc2)cc1	35	-8	-4	-1	0	3.9	3	98	96
O=c1[nH]ncn1-c1ccccc1	57	2	-3	1	4	1.2	12	104	100
Cc1cc(NC(=O)Cn2nc(-c3cccs3)ccc2=O)cc(C)c1Br	31	-12	-4	-3	-9	0.3	8	102	90
COCCN1Cc2cccc(C(=O)Nc3ccc(S(=O)(=O)N4CCCCC4)cc3)c2C1=O	24	-6	24*	-21	-8	-0.1	12	90	90
Cc1cccc(C)c1NC(=O)CSc1nnc(NC(=O)C2CC2)s1	0	-10	-4	-2	1	0.4	1	105	99
Cc1cc(=O)[nH]c(N/N=C/c2ccc(-c3ccc([N+](=O)[O-])cc3)o2)n1	20	-7	-4	-2	8	1.1	12	103	100
CC(C)(C)c1ccc(OCC(=O)NNC(=O)Cc2cccs2)cc1	10	-13	1	/	-4	-0.7	16	/	/
COC(=O)c1cc(S(=O)(=O)Nc2cccc(OC)c2)cn1C	15	-10	-4	2	7	3.5	19	104	99
Nc1nonc1-n1nnc(C(=O)N/N=C/c2ccoc2)c1-c1ccccc1	30	-11	-9	11	7	12	3	101	102
COc1ccc(-c2nnc(SCC(=O)O)n2Cc2ccccc2)cc1	18	-34	-9	2	-4	0.3	17	96	103
Cc1ccc2c(c1C)OC(=O)CC2c1ccccc1 (stereo not given)	24	-16	-7	0	-3	-2.4	4	103	101
CN(CC(=O)Nc1cccc(C(F)(F)F)c1)Cc1ccccc1	2	14	26*	5	-7	-0.8	8	102	104
O=C(Cn1ncc2c(=O)oc3ccccc3c21)Nc1nc2ccccc2s1	44	0	-7	6	-12	/	-12	104	106
CCCCN(CCCC)CCNC(=O)c1cn(CC)c2ccc(S(=O)(=O)N(C)C3CCCCC3)cc2c1=O	45	25	-13	6	7	-2.2	15	102	115
O=C(/C=C/c1cccc([N+](=O)[O-])c1)NCCSCc1ccc(Cl)cc1Cl	3	1	-10	1	-12	3.3	36	130*	113
Cc1ccc(Cn2c(C(CO)Nc3nc(-c4ccc(F)cc4)cs3)nc3ccccc32)cc1 (stereo not given)	/	/	/	1	/	0.3	/	113	102
CC/C(=N\NC(=O)COc1ccc(Br)cc1)c1ccc(OC)c(OC)c1	24	-4	-10	-3	-4	-1.8	10	94	92
Cc1cccc(C(=O)n2cnnc2N)c1	26	-2	-6	0	45*	-0.1	-23	103	101
O=C(OCc1cccc([N+](=O)[O-])c1)c1ccncc1	26	0	1	-1	0	-0.8	20	95	98
Cc1ccc(-c2noc(CSc3nnnn3-c3ccccc3)n2)cc1	23	-6	0	-13	-2	-0.4	-7	81	85
CC1=C(C(=O)OCc2ccccc2)C(c2cccc(F)c2)NC(=O)N1 (stereo not given)	30	-22	-1	2	-1	-1.1	20	100	99
CCC(=O)NC1(C(F)(F)F)C(=O)Nc2c1c(=O)n(C)c(=O)n2C (stereo not given)	-17	6	-8	0	-1	0.8	-22	99	96
CN(C)c1ccc(/C=N/NC(=O)CCc2c[nH]c3ccccc23)cc1	40	-9	0	-2	3	0.6	5	84	86
CCN1C(=NCCCCO)N[C@@H](c2cccc(F)c2)C(C(=O)OC)=C1C	-176	0	-3	3	-7	1.1	14	97	104
COC(=O)C1C2CCC(C2)C1C(=O)OCC(=O)c1ccccc1 (stereo not given)	34	-12	2	0	1	-0.2	14	101	105
O=C(NCCSc1ccc(Br)cc1)c1ccccc1	24	-5	-3	-1	-10	-2.1	10	98	95
Cc1ccc(C2C(C(=O)O)c3ccccc3C(=O)N2C)o1 (stereo not given)	10	1	0	-6	5	-0.6	40	105	98
CCC(C)NS(=O)(=O)c1ccc(NS(C)(=O)=O)cc1 (stereo not given)	-4	-3	-9	6	-2	-0.5	2	99	101
COC(=O)/C=C1\S/C(=N/NC(=O)c2ccccc2)NC1=O	13	2	-10	2	9	-0.1	-3	101	103
CN(NC(=O)CN1C(=O)c2ccccc2C1=O)C1=NS(=O)(=O)c2ccccc21	27	9	-11	0	0	0.7	-4	117	109
O=S(=O)(c1ccc2ccccc2c1)N(CC(O)COCc1ccco1)c1ccccc1 (stereo not given)	-22	-26	-10	-2	6	0.0	14	99	100
Cc1c(Cl)c([N+](=O)[O-])nn1CCCC(=O)Nc1sc2c(c1C(N)=O)CCC(C)C2 (stereo not given)	-11	-1	3	-3	9	0.0	35	92	90
COc1ccc(-n2c(=O)[nH]c3cc(C(=O)NCCc4ccc(Cl)cc4)ccc3c2=O)cc1OC	-17	-12	36*	6	3	2.0	-36	95	102
O=C(Nc1ccn(Cc2ccc(Cl)cc2)n1)c1ccc2c(c1)OCO2	-3	-14	-3	4	2	0.0	8	101	104
O=C1C2C3c4ccccc4C(c4ccccc43)C2C(=O)N1c1cccnc1 (stereo not given)	7	-23	-6	-2	-4	-0.4	8	102	98
CCOC(=O)CN(C(=O)CNC(=O)c1cccs1)C(C(=O)NC1CCCC1)c1cccnc1 (stereo not given)	19	-7	2	4	-6	-0.6	9	97	98
COC(CNC(=O)c1ccc2nc3ccccc3c(=O)n2c1)OC	50	-17	1	13	13	0.7	-9	111	109
Cc1ccc(C(=O)COC(=O)c2cc(Cl)nc3ccccc23)cc1C	-4	0	0	2	-10	1.6	-11	103	104
Cc1ccc(-c2nc3cc(C)ccc3o2)cc1	10	-1	-1	9	9	0.6	7	105	106
O=C(CC1C(=O)NCCN1Cc1ccc(-c2ccccc2)cc1)NCCOc1cccnc1 (stereo not given)	5	-43	-9	0	-1	0.3	9	106	112
CC(=O)Nc1ccc(S(=O)(=O)N2CCN=C2SCc2cccnc2)cc1	6	2	22	-9	2	0.9	17	103	92
C=CCOC(=O)C1=C[C@@H](c2ccccc2)[C@H](CCCO)[C@@H](OCC)O1	26	-34	-6	9	-2	-0.7	15	98	107
CC(C)(C)Cc1nnc(NC(=O)c2ccc([N+](=O)[O-])cc2)s1	10	2	-6	25	-4	1.0	21	105	104
COc1ccc(-c2nnn(CC(=O)NCCc3ccc(OC)c(OC)c3)n2)cc1	52	1	6	-12	-5	1.2	-4	96	86
COc1ccc(NC(=O)N2CCCC2C(=O)Nc2ccc(C)cc2C)cc1 (stereo not given)	27	-8	-4	5	1	-0.7	16	99	106

Hits appear at their usual frequency. About 6.2% of those tested had a hit in this group.
